# RBBP9 inhibitor – human RBBP9 hydrolase inhibition; recombinant RBBP9, FP-Rh probe fluorescence polarization; AID 1515; actives 0.2% (n = 220,000); O75884; inhibition, % at 7.94 µM;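 active = inhibition above the campaign mean of all tested compounds plus 3 SD, cut at about 14% in these data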;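 note: plate controls were DMSO wells with RBBP9 for no effect and wells lacking RBBP9 protein for full effect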
# Target sequence (O75884 whole entry, looked up): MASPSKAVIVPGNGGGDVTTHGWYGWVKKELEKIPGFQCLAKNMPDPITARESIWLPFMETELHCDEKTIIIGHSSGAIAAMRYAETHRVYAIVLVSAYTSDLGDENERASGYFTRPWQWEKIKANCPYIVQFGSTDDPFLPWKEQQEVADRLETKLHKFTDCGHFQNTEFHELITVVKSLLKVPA
#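 System: RBBP9 protein / Buffer or medium: Tris/NaCl buffer pH 8.0 with 0.1% Pluronic / Probe or stimulus: Serine-hydrolase probe FP-Rh, 375 nM pre-mixing / Dosing: 7.94 µM single dose, 0.794% DMSO / Times: enzyme-compound preincubation 30 min, then probe labeling 45 min, 25 °C / Technique: fluorescence polarization (mP), excitation 525 nm, emission 598 nm / Replication: singlicate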
# EBV gp42 inh – EBV gp42 inhibition; Fluorescence polarization binding assay, mP read-out; inhibition, % (tested at 21.74 µM); actives 0.42% (n = 220,000); AID 1085; in the data active = inhibition above about 50%
# Target sequence (Q1HVG2 whole entry, looked up): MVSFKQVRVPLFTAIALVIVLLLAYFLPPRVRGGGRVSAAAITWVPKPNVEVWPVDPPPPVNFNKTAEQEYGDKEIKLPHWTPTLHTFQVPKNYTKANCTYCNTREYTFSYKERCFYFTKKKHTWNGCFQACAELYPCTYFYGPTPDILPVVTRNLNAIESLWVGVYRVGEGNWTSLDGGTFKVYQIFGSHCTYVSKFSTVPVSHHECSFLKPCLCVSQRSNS
# TbHK1 inh – blocks Trypanosoma brucei hexokinase 1 activity; recombinant TbHK1, G6PDH-coupled NADH A340; inhibition, % at 10 µM; actives 0.11% (n = 220,000);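 active = inhibition of 50% or more in the single-dose primary screen; inactive = inhibition below 50%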
# Runt-CBFb FRET – inhibitors of human RUNX1 Runt domain binding to CBFb; inhibition, % at 20 µM; Q01196+Q13951; actives 0.46% (n = 220,000); AID 1496; Cerulean-Runt/Venus-CBFb FRET ratio 530/480, 1 h;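 active = inhibition over about 50% at 20 µM in the single-dose screen, limit read from the data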;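 note: 0% = DMSO wells and 100% = excess unlabeled CBFb competitor control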
#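 Measured by: fluorescence energy transfer, 422 nm excitation, 530/480 nm emission; Assay system: Cerulean-Runt domain; Medium: Tris pH 7.5 buffer with BSA; Measure: loss of energy transfer signal; Controls: 5 µM unlabeled CBFb as full-inhibition high control; Incubation: protein complex preformed 1 h, compound exposure 1 h, room temperature, dark.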
# p47phox inh – blocks human p47phox regulatory protein of NADPH oxidases. inhibition, % at 24.7 µM. AID 1274. actives 0.53% (n = 220,000). p47phox/p22phox peptide binding, fluorescence polarization, 2 h;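 active = inhibition above about 30%, limit read from the data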;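 note: 0% = p47phox with labelled peptide and 100% = labelled peptide alone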
# p97 ATPase inh – inhibitors of human p97 ATPase. P55072. recombinant p97 ATPase, Kinase-Glo ATP luminescence, 3 h. inhibition, % at 8 µM. actives 0.42% (n = 220,000). AID 1481; in the data active = inhibition above about 15%;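 note: 0% = DMSO vehicle and 100% = wells lacking enzyme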
# Runt-SMMHC FRET – blocks binding of human RUNX1 Runt domain to CBFb-SMMHC; Cerulean-Runt/Venus-CBFb-SMMHC FRET ratio 530/480, 1 h; inhibition, % at 20 µM; actives 0.74% (n = 220,000); AID 1434;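 active = mean inhibition across duplicate retests at 20 µM reaching about 50%, limit read from the data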;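 note: 0% = DMSO wells and 100% = wells with excess untagged CBFb-SMMHC; inhibitors lower the FRET ratio by blocking Runt binding to CBFb-SMMHC; some results filed as inactive read as strong as hits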
# Furin inhibitor – human furin inhibition. P09958. purified furin, fluorogenic substrate cleavage. inhibition, % at 30 µM. actives 0.061% (n = 220,000). AID 463115; in the data active = inhibition above about 25%; note: inactives centre near -15
# Target sequence (P09958 108-714 limits assumed): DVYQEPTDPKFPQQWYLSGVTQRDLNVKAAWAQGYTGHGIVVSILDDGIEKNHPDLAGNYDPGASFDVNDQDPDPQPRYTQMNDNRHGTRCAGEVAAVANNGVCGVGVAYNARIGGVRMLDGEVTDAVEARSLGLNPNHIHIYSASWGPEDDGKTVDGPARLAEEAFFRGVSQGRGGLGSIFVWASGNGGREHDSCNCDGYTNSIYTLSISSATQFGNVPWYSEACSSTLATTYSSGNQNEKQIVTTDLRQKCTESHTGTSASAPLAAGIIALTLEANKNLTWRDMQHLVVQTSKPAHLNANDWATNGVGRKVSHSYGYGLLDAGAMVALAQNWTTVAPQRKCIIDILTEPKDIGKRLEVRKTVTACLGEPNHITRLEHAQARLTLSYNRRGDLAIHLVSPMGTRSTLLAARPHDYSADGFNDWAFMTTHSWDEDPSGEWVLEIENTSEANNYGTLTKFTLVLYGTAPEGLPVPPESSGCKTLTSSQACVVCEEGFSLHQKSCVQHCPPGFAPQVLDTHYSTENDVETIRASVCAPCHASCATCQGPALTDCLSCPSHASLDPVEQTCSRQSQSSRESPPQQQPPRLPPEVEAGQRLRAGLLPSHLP
# Calpain2 inh – inhibitors of pig calpain II | purified calpain II, fluorogenic peptide substrate, 30 min | inhibition, % at 16 µM | actives 0.37% (n = 220,000);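 active = inhibition above about 50%, limit read from the data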
# * marks the source's active call; other numbers are inactive results; . = not tested or not shown; [ ] = remark or other dose. Compounds as they come. Share with any hit: about 2.7%.
# Order of values – RBBP9 inhibitor, EBV gp42 inh, TbHK1 inh, Runt-CBFb FRET, p47phox inh, p97 ATPase inh, Runt-SMMHC FRET, Furin inhibitor, Calpain2 inh
CN(C(=O)CCc1nnc(Cc2ccc(-c3ccccc3)cc2)o1)C1CCOCC1
  -1, -11, -5, 1, 5, 1, 2, -22, -30
Cn1c(-c2cnn(-c3ccccc3)c2N)n[nH]c1=S
  -4, -2, -1, 6, 0, 4, 4, -18, -17
CSc1oc(-c2ccccc2)nc1S(=O)(=O)c1ccc(C)cc1
  2, -17, 1, 1, -1, 4, 2, -22, 5
CCC(Sc1nc(C)cc(=O)[nH]1)C(=O)Nc1sc2c(c1C#N)CCCC2 (centres undefined)
  -15, 1, -7, -2, -16, -11, 0, -6, -26
CN1/C(=C\C(=S)NC(=O)c2cccc(Br)c2)C(C)(C)c2ccccc21
  -17, 0, -7, -1, -63, 0, -22, -2, 7
CCc1nc(N)c(C#N)c(-c2ccc(O)c(OC)c2)c1C
  -9, -15, -31, 1, -6, 3, 6, -18, 8
O=C(CSc1nc2ccccc2n1CC(=O)N1CCCC1)Nc1ccc2c(c1)OCO2
  -2, -20, 0, 2, 10, -1, 2, -18, -26
CCC(CC)c1nnc(NS(=O)(=O)Cc2ccccc2)s1
  0, 2, 5, -1, -4, 1, -9, -17[20 µM], 9
Cc1ccc(OCc2n[nH]c(=S)n2-c2ccccc2)cc1C
  -9, 2, -5, 10, -1, 5, 12, -12, -29
c1ccc(Cn2ncc3c(Nc4ccccc4)ncnc32)cc1
  1, -16, -7, 0, -14, 4, 2, -25, -7
CC1(C)OC(=O)C(=CNc2cccc(O)c2)C(=O)O1
  -3, 0, -18, -2, -2, 9, -2, -8, -19
Cc1ncc(CO)c(/C=N/NC(=O)c2ccc(O)cc2)c1O
  -12, 7, -24, 24, 2, -2, 63*, -9, -348
CC1CCN(C2(O)C(=O)Nc3ccc(Br)cc32)CC1 (centres undefined)
  -8, -5, 2, 0, -2, -3, 1, -20, 20
COC(=O)c1ccc(N/C=C\C(=O)c2ccc3c(c2)OCO3)cc1
  2, -21, -19, 5, 10, 8, 0, -14, -18
Fc1cccc(COc2ccccc2C(=S)N2CCCC2)c1
  -10, 0, -2, -3, -5, -3, 1, -16, -12
CC1(/[N+]([O-])=C/c2cccc(Cl)c2)CCCCC1=O (centres undefined)
  3, -14, -5, 0, -11, 3, -2, -15, -16
O=C(O)c1ccc(COc2c(F)c(F)c(F)c(F)c2F)o1
  -2, 0, 5, 3, -5, 3, 0, -12, 0
CCC(=O)N1CCc2cc(S(=O)(=O)NC(C(=O)NCc3ccc(C)cc3)C(C)C)ccc21 (centres undefined)
  -3, -28, -3, 2, -10, 5, 1, -7, -5
C=CCn1c(C)nc2c(sc3nc4c(cc32)COC(C)(C)C4)c1=O
  6, -2, -44, 3, -4, 5, -5, 0, 2
CCc1c(C)[nH]n(CCC#N)c1=O
  -9, -9, 2, -2, 1, -4, 3, -7, -3
CCn1c(=N)n(CC(=O)c2ccc(Br)s2)c2ccccc21
  -2, -12, 0, 4, 4, 9, -6, -8, 21
Cc1csc(SCC(=O)NC(C)c2ccccc2)n1 (centres undefined)
  1, -11, -1, -3, -10, 4, -1, -29, -13
O=C(NC1CCCCC1)C(c1ccncc1)N(Cc1ccccc1)C(=O)c1ccc(-c2ccccc2)[nH]1 (centres undefined)
  3, -13, -5, 2, -21, 2, 2, -18, -93
O=C1c2cc(F)ccc2OC2(CCNCC2)C12CC(c1ccccc1)=NO2 (centres undefined)
  ., -20, -1, 2, -1, ., 0, -22, -10
O=C(CCN1C(=O)c2ccc([N+](=O)[O-])cc2C1=O)Nc1ccc(O)cc1C(=O)O
  0, -4, -14, 0, 6, 6, -5, -23, -29
CCC(Oc1cc(Cl)ccc1Cl)C(=O)NN1C(=O)C2C3CCC(C3=C(C)C)C2C1=O (centres undefined)
  -2, -3, 7, 1, 4, 7, 0, -12[20 µM], 19
O=C(NCCc1ccccc1)/C(=C/c1ccco1)c1ccccc1
  -4, -7, -10, -3, -15, 0, -7, -12, 11
O=C(COC(=O)/C=C/c1ccc(OC(F)F)cc1)Nc1ccc(S(=O)(=O)N2CCCC2)cc1
  -20, -21, 3, -2, -61, 1, 4, -13, -8
Cc1ncoc1C(=O)Nc1nccs1
  5, -11, -9, -1, -14, 1, -4, 3, -7
CCOC(=O)C1CN(S(=O)(=O)c2ccc(Cl)cc2)c2cc(S(=O)(=O)CC)ccc2O1 (centres undefined)
  -9, 1, -2, -1, -24, 0, -1, -21, 2
COc1ccc(Br)cc1/C=N/N1CCN(Cc2ccccc2)CC1
  -7, -5, -3, -1, 4, -3, 3, -24, 3
COCCNC(=O)CCn1c(=O)oc2ccccc21
  -2, -3, 37, 1, -1, -2, 4, -16, -15
CC(C)(C)c1ccc(C(=O)c2c[nH]c(C(=O)NCc3cccs3)c2)cc1
  -10, -7, -12, -1, -6, 3, -1, -9[20 µM], -38
CCN1CCCC1CNS(=O)(=O)c1cc(Br)cc2c1N(C(=O)C1CC1)CC2 (centres undefined)
  -6, -4, -5, -1, -6, -2, 4, -5, 1
N#Cc1ccccc1CSC1=NCCS1
  -2, -23, 0, -1, -6, 2, 3, -24, -15
c1ccc2c(-c3[nH]ncc3CNCCCn3ncc4ccccc43)cccc2c1
  -1, -13, 4, 1, -34, 6, -4, -14, -19
CSc1nc(N)n2nc(-c3ccccc3)cc2n1
  -2, 0, -2, 3, -13, -7, 2, -5, -6
CCOn1c(=O)c(-c2cccs2)[n+]([O-])c2ccccc21
  -9, 7, 11, 8, 3, 3, 10, -10[20 µM], -23
C=CCN=C1S/C(=C/c2ccc([N+](=O)[O-])cc2)C(=O)N1CC=C
  -4, -9, -36, -2, 1, 0, -3, -24, 11
COC(=O)c1nc(NC(=O)c2ccc(C(C)(C)C)cc2)n[nH]1
  -9, 7, -1, -1, -2, 0, 6, -21, 18
Cc1ccc(S(=O)(=O)Nc2cc(=O)[nH]c(SCC(=O)Nc3ccccc3Cl)n2)cc1
  -1, -10, -1, 0, 2, 5, 1, -26, -12
Nc1nc(-c2ccccc2)c(N=Nc2cccc3ccccc23)s1
  1, -11, 3, -10, -11, 0, -7, -16, 5
C/C(=C\C(=S)Nc1ccccc1)Nc1ccc2ccccc2c1
  -2, -15, -19, 19, -14, 5, 10, -15, -24
CCCCOC(=O)/C=C\C(=O)NC(N)=O
  -8, -5, -6, 4, -1, 8, 5, -25, -21
COc1ccc(/C=C/C2=Nc3ccccc3NC(C)(C)C2)cc1OC
  -7, -9, -50, -4, 2, 1, -5, 9, -6
Cc1ccc(S(=O)(=O)N2CCOCC2)cc1C(=O)Nc1ccc(C(N)=O)cc1
  -9, -6, 6, 0, -4, 1, -1, -27, -1
CCC(C)NC(=O)CC(NS(=O)(=O)c1ccc(NC(C)=O)cc1)C(C)C (centres undefined)
  -7, 4, -7, 0, 1, 1, 0, -13, -9
CSc1nnnn1CCn1nnnc1SC
  1, -2, -1, -3, 1, 5, 2, -15, 10
Cc1cccc(C(=O)N/N=C/c2cc(Br)c(Br)o2)c1
  -5, 3, -10, -1, -2, 2, 3, -20, 33
CCOC(=O)N/N=C/c1c(C)nn(-c2ccccc2Cl)c1Cl
  -7, -10, -6, 1, -7, 1, 3, -17, 15
COc1ccc(NCC(=O)Nc2ccccc2C#N)cc1Cl
  1, -7, -7, 5, -9, 5, -4, -12[20 µM], 6
CC(C)N(C(C)C)S(=O)(=O)c1ccc(Cl)nc1
  -5, 0, 1, -1, -12, 6, -2, -21, -27
Cc1ccc(Nc2nc(C)cc(C)c2C(N)=O)cc1
  1, -11, -10, 0, -5, 3, -3, 6[20 µM], 0
O=[N+]([O-])c1ccc(C[n+]2cc(-c3ccc(Cl)c(Cl)c3)n3c2CCCCC3)cc1
  6, -19, -7, 4, -1, 6, -8, -12, 21
COC(=O)c1ccccc1NC(=O)CSc1n[nH]c(CC(C)C)n1
  -5, 6, -3, 0, -10, 3, -4, -23[20 µM], -9
O=C(NCc1ccc(F)cc1)C1CCCN(S(=O)(=O)c2cccc3nsnc23)C1 (centres undefined)
  -10, 7, -9, 1, -9, 0, -5, -1[20 µM], 0
O=c1nc2n(c3ncccc13)CCC2
  8, -10, 5, -3, 4, 8, -3, -5, 24
CC(C)c1ccccc1-n1c(SCC(=O)c2ccc3c(c2)NC(=O)CO3)nc2ccccc2c1=O
  -15, -7, -9, -4, -32, 3, 2, -26, -127
Cc1sc(NC(=O)c2ccco2)c(C(c2ccccc2)N2CCC(C)CC2)c1C (centres undefined)
  1, 3, -13, 1, 1, 2, -1, -15, -95
O=C(COc1ccc2ccccc2c1)N/N=C/C1CC=CCC1 (centres undefined)
  -5, -8, -6, -2, 0, -1, -2, -21, 4

# Single records (already shown).
# C=CCn1c(C)nc2c(sc3nc4c(cc32)COC(C)(C)C4)c1=O is entered as RBBP9 inhibitor: 6; EBV gp42 inh: -2; TbHK1 inh: -44; Runt-CBFb FRET: 3; p47phox inh: -4; p97 ATPase inh: 5; Runt-SMMHC FRET: -5; Furin inhibitor: 0; Calpain2 inh: 2
# Cc1ccc(OCc2n[nH]c(=S)n2-c2ccccc2)cc1C is entered as RBBP9 inhibitor: -9; EBV gp42 inh: 2; TbHK1 inh: -5; Runt-CBFb FRET: 10; p47phox inh: -1; p97 ATPase inh: 5; Runt-SMMHC FRET: 12; Furin inhibitor: -12; Calpain2 inh: -29

# (further entries)
# Order of values – RBBP9 inhibitor, EBV gp42 inh, TbHK1 inh, Runt-CBFb FRET, p47phox inh, p97 ATPase inh, Runt-SMMHC FRET, Furin inhibitor, Calpain2 inh
CCN(CC)C(=O)Cn1cc(S(=O)(=O)CC(=O)NCc2ccc3c(c2)OCO3)c2ccccc21
  -1, 6, -6, 0, -8, 0, 0, -30, -15
CCC(=O)Nc1ccc(/C(C)=N\NS(=O)(=O)c2ccc(C)cc2)cc1
  -2, -8, -5, ., 170*, 6, -4, -23[20 µM], -23
NNC(=O)c1cc(-c2ccco2)[nH]n1
  -1, -11, 9, 0, 2, -5, -1, -7, 38
CCOC(=O)c1c(C)oc2cc3c(C(=O)OCC)c(C)oc3cc12
  1, ., -1, ., ., 1, ., -32[20 µM], .
Cc1ccc(-c2nnc(N3CCOCC3)c3ccccc23)cc1S(=O)(=O)NCc1cccnc1
  2, 2, -16, -1, 5, -3, 0, -26, 10
Cc1ccc(C(C)NC(=O)Cn2nc(C)c([N+](=O)[O-])c2C)cc1 (centres undefined)
  -1, -4, 3, 0, -9, 1, 4, -15, -4
Nc1c(N(CCO)C(=O)/C=C/c2ccco2)c(=O)[nH]c(=O)n1Cc1ccccc1
  -7, -24, -16, 9, -1, 6, 14, -16, 10
Cc1c(C#N)c(N)nc2c3c(sc12)NC(=O)CC3c1ccccc1 (centres undefined)
  1, -8, -6, -2, 22, 4, 4, -21, -96
Nc1ccc(C23CC4CC(CC(C4)C2)C3)cc1
  4, -1, -1, 1, -6, 3, 1, -15, 9
C/C(=N\NC(=O)Cc1ccc(F)cc1)c1ccc(O)cc1
  -2, -13, -5, -1, 4, 1, -6, -35, -32
CC(C)C(=O)N=C1NC(=O)CS1
  -8, -17, 3, -2, -10, 2, 2, -10, 20
COC(=O)C1NN=C(C(=O)c2ccc(Br)cc2)C1c1cccc(Br)c1 (centres undefined)
  -1, 4, 2, -3, -7, 3, -4, -22, -58
CCCCCCCSc1nnc(-c2ccccc2N)c(=O)[nH]1
  -3, -2, -5, -9, -6, 1, -1, -15, -20

# Screening data from PubChem.
